CXCR6 block: CXCR6 receptor inhibitors, primary screen, cell-based, beta-arrestin, luminescence, CHO-K1 PathHunter, 1536-well. C-X-C chemokine receptor type 6 (Homo sapiens), O00574. inhibition, % at 20 µM. 0.36% of 360,000 active. AID 602244, 2012; in the data active means inhibition above about 34%, passing the limit was not always enough;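 further: antagonist mode with CXCL16 agonist at 10 nM final; 0% = 10 nM CXCL16 with DMSO and 100% = unstimulated wells without agonist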
Target sequence (O00574 whole entry, looked up): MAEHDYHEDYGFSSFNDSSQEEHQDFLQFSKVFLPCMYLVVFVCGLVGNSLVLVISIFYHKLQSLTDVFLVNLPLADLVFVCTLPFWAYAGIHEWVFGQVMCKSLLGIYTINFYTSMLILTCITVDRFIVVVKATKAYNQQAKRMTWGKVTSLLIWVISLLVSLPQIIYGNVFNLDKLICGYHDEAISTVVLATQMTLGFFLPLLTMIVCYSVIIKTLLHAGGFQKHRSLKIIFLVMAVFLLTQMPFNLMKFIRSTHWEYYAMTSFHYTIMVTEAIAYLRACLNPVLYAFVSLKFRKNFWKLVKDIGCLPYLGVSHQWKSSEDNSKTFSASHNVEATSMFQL
MPTP inh: mitochondrial permeability transition pore inhibitors, primary screen, biochemical, isolated mouse mitochondria, absorbance; 1.4% of 360,000 active; inhibition, % at 10 µM; Ca2+ swelling absorbance, 30 min;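 active means inhibition of 50% or more, scaled per plate between neutral and stimulator controls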;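 further: 0% = DMSO wells given calcium and 100% = 1 mM EGTA wells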
EBI2 antag: EBI2 receptor antagonists, beta-arrestin recruitment, primary screen, cell-based, luminescence, 7a,25-OHC stimulation, uHTS. inhibition, % at 5 µM. 0.81% of 360,000 active. G-protein coupled receptor 183 (Homo sapiens), P32249. 7a,25-OHC stimulated; in the data active means inhibition above about 38%;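 further: enzyme fragment complementation signal reports receptor beta-arrestin coupling in cells; 0% = agonist plus DMSO wells and 100% = wells without agonist; some results beyond the cut were filed as inactive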
Target sequence (P32249 whole entry, looked up, the tested form may be a part): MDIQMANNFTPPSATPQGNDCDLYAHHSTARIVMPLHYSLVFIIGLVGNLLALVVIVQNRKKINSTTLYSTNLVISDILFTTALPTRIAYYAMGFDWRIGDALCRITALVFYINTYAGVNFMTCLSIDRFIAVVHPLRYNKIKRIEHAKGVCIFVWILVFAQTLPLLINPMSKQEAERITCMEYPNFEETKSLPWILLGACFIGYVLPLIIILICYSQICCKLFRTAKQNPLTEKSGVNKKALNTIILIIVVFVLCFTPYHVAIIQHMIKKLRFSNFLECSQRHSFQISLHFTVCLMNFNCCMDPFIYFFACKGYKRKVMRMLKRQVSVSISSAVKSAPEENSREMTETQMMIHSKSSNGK
* hit, by the source's call. This is a subset. The share of hits here may be higher or lower than overall.

1. COc1cccc(C#Cc2ccc3c(c2)O[C@H](CN(C)C)[C@@H](C)CN([C@@H](C)CO)S3(=O)=O)c1
2. C[C@H](CO)N1C[C@H](C)[C@H](CN(C)C(=O)NC2CCCCC2)Oc2ncc(Br)cc2C1=O
3. O=C1CCCCC1C1(O)C(=O)Nc2ccccc21 (stereo not drawn)
4. NC(CCc1ccccc1)c1csc(Nc2ccc(C(=O)NCCO)cc2)n1 (stereo not drawn)
5. CCCc1c(C)nc2scc(-c3ccc(Cl)cc3)n2c1=O
6. CC(C)C1C(=O)N(Cc2cn(CC3CCCCC3)nn2)CCS(=O)(=O)N1Cc1ccc(-c2cccc(CO)c2)cc1 (stereo not drawn)
entry no. | 1 | 2 | 3 | 4 | 5 | 6
CXCR6 block | 4 | -4 | 0 | -7 | -1 | 7
EBI2 antag | 3 | -4 | -4 | -12 | -8 | 25
MPTP inh | -2.4 | -2.0 | -0.3 | 0.3 | -0.2 | -2.0

7. CC(=O)NCCNc1nc(NCc2ccccc2)nc2ccsc12
8. COc1cccc(CNC(=S)Nc2ccc3c(c2)c(=O)n(C)n3Cc2csc(C)n2)c1
9. C[C@H]1CN([C@@H](C)CO)C(=O)CCCn2nncc2CO[C@@H]1CN(C)Cc1cccc(C(=O)O)c1
10. O=C(COC(=O)/C=C/c1cccc(F)c1)NCc1ccc2c(c1)OCO2
11. COc1cccc(C(O)c2nc(-c3cncnc3)cs2)c1 (stereo not drawn)
12. CN(c1ccccc1)S(=O)(=O)c1ccc(C(=O)N2CCN(c3ccccc3)CC2)cc1
entry no. | 7 | 8 | 9 | 10 | 11 | 12
CXCR6 block | -2 | -19 | -1 | 2 | 1 | -6
EBI2 antag | -4 | -7 | -7 | -8 | 1 | 4
MPTP inh | 0.0 | 1.7 | 0.2 | -1.2 | 0.8 | -0.9

13. C[C@H]1CN([C@@H](C)CO)C(=O)CCCn2nncc2CO[C@H]1CN(C)S(=O)(=O)c1ccc(Oc2ccccc2)nc1
14. Nc1[nH]c(C(=O)c2ccccc2)c(-c2c(F)cccc2F)c1C(=O)c1ccc(Cl)c(Cl)c1
15. CCOc1ccc(CCN2C(=O)C(=O)N([C@@H](CC(C)C)CN3CCC[C@@H]3CN3C(=O)C(=O)NC[C@@H]3CC(C)C)C[C@@H]2Cc2ccccc2)cc1
16. COc1ccc(-c2csc(C(NC(C)=O)c3ccc(F)c(F)c3)n2)cn1 (stereo not drawn)
17. CC1C(=O)N(Cc2cn(CCC3OCCCO3)nn2)CCS(=O)(=O)N1Cc1ccc(-c2ccc(Cl)cc2)cc1 (stereo not drawn)
18. CC(CC(c1ccccc1)N1CCc2ccccc2C1)=NO (stereo not drawn)
entry no. | 13 | 14 | 15 | 16 | 17 | 18
CXCR6 block | -4 | 12 | 2 | 0 | 3 | 5
EBI2 antag | -3 | 14 | -14 | -4 | 12 | -4
MPTP inh | -1.1 | 2.9 | -0.7 | 0.5 | -2.0 | 0.5

19. c1ccc(-c2cc(-c3cc(-c4ccccc4)on3)no2)cc1
20. COc1cccc(NC(=O)c2cccc(NC(=O)c3ccco3)c2)c1
21. CC(=O)Nc1ccc(CNc2nc3cc(-c4ccc(F)cc4)sc3c(=O)n2C)cc1
22. O=C(NCc1cccnc1)c1cc(C2CCCN(C(=O)c3ccccn3)C2)on1 (stereo not drawn)
23. CCOC(=O)N1C(=O)C[C@](Sc2ccc(C)cc2)(C(=O)OC)[C@H]1c1ccccc1
24. COCCCN1C(=O)C(CC(=O)NCCc2ccccn2)CC(C(=O)N2CCOCC2)=C1C (stereo not drawn)
entry no. | 19 | 20 | 21 | 22 | 23 | 24
CXCR6 block | -6 | -7 | -5 | -3 | 1 | -2
EBI2 antag | -5 | 5 | 15 | -6 | 12 | -8
MPTP inh | 0.6 | -2.0 | -1.9 | -0.2 | 0.2 | 0.9

25. CC1(C(=O)NS(=O)(=O)c2ccc(Cl)s2)CCN1C(=O)Cc1ccc(-c2ccccc2)cc1 (stereo not drawn)
26. CCOC(=O)C(=Cc1ccc(N(C)C)cc1)C(=O)c1ccccc1
27. Cc1ccc([C@H]2C[C@H](O)[C@@H](n3cc(-c4ccc(F)cc4)nn3)CN2C(=O)C2CCCCC2)cc1
28. Nc1ccn([C@@H]2O[C@H](CNCc3cnc(N4CCOCC4)s3)[C@@H](O)[C@H]2O)c(=O)n1
29. Cc1ccccc1-c1n[nH]nc1C1=CC(=O)CC(C)(C)C1
30. CC(=O)C(=Cc1ccccc1)c1ccccc1
entry no. | 25 | 26 | 27 | 28 | 29 | 30
CXCR6 block | 0 | 10 | -5 | 3 | 5 | -6
EBI2 antag | -2 | -17 | 20 | -2 | 2 | -18
MPTP inh | 1.9 | -1.0 | -1.1 | -1.1 | 0.5 | -0.5

31. CCOC(=O)C1CCCN(C(=O)c2ccc(C)c(F)c2)CC1 (stereo not drawn)
32. COC(=O)[C@]12CCCCC=C1N(Cc1ccc(Cl)cc1Cl)C(=O)[C@H](CC(=O)NCc1ccccc1)C2
33. O=C(O)c1cccc(-c2csc(C(O)c3ccc(F)cc3)n2)c1 (stereo not drawn)
34. CC1(C(=O)NS(=O)(=O)c2ccccc2Cl)CCN1C(=O)COc1ccc(Cl)cc1 (stereo not drawn)
35. CN1OC[C@@H]2CN(S(=O)(=O)c3cccc4ccccc34)[C@H](c3ccc(-c4cccnc4)cc3)C[C@@H]21
36. O=C(NN=Cc1ccc2c(c1)CCC2)c1cccc([N+](=O)[O-])c1
entry no. | 31 | 32 | 33 | 34 | 35 | 36
CXCR6 block | -3 | 5 | 3 | 4 | 4 | 8
EBI2 antag | -3 | 27 | 0 | -2 | 6 | 14
MPTP inh | 0.4 | -0.3 | 1.4 | -2.1 | -0.4 | 1.9

37. CC(C)n1nnnc1C1c2ccccc2C(=O)N1C1CC1 (stereo not drawn)
38. O=C1C(=Cc2ccccc2O)SC(=S)N1CCCN1CCOCC1
39. Cc1cccc(N2CCN(C(=O)c3[nH]c(C(F)(F)F)nc3-c3ccccc3)CC2)c1C
40. CCc1nc2c(OCc3ccc(C(=O)OC)cc3)cccn2c1N(C)C(=O)c1ccc(OC)cc1
41. CC1(C(=O)Nc2ccccc2)CCN1C(=O)CCc1ccc(Cl)cc1Cl (stereo not drawn)
42. CC(Sc1ccc(S(=O)(=O)N2CCN(C)CC2)cn1)C(=O)NC1CCCC(C)C1C (stereo not drawn)
entry no. | 37 | 38 | 39 | 40 | 41 | 42
CXCR6 block | -4 | 11 | -4 | -1 | -2 | 7
EBI2 antag | -6 | -6 | -8 | -2 | -3 | 7
MPTP inh | 0.8 | -1.5 | 1.5 | 0.5 | 0.4 | 4.5

43. Cc1ccc(C(=O)Nc2nc(-c3ccc4c(c3)OCCO4)cs2)o1
44. Cc1ccc(-c2c(C(=O)c3ccc(Br)cc3)[nH]c(N)c2C(=O)NCc2ccc(Cl)cc2)cc1
45. COc1ccc([C@H]2C[C@@H](n3cc(C4CC4)nn3)[C@H](O)CN2CC2CCCCC2)cc1
46. NS(=O)(=O)c1ccc(CCNC(=O)COC(=O)Cc2ccc(Cl)cc2)cc1
47. COC(=O)[C@@H](Cc1ccccc1)NC(=O)[C@H]1O[C@@H](n2cnc3c(N)ncnc32)[C@H](O)[C@@H]1O
48. O=C(C1CCCCC1)N1C[C@H](n2cc(C3CC3)nn2)[C@@H](O)C[C@@H]1c1ccccc1
entry no. | 43 | 44 | 45 | 46 | 47 | 48
CXCR6 block | 3 | 1 | 1 | 3 | -9 | 0
EBI2 antag | -3 | -1 | 14 | -1 | 0 | 2
MPTP inh | -0.3 | 1.2 | 0.0 | -1.1 | -0.7 | -0.4

49. Cc1ccc(S(=O)(=O)N2CCC(=O)N([C@H](COCc3cccc(C)c3)C(C)C)CC2)cc1
50. C[C@@H]1CN([C@H](C)CO)C(=O)c2cc(Br)cnc2O[C@@H]1CN(C)C(=O)Nc1ccccc1
51. CC1(C(=O)O)CCCN1C(=O)c1cccc2ccccc12 (stereo not drawn)
52. C=CCOc1cccn2c(N(C)C(=O)c3ccccc3F)c(CC)nc12
53. COc1ccc2c(c1)CCC1(C)CC(=O)C(Br)=C21 (stereo not drawn)
54. COc1ccc(C=C(C(C)=O)C(=O)c2ccccc2)cc1
entry no. | 49 | 50 | 51 | 52 | 53 | 54
CXCR6 block | 8 | -8 | 0 | -5 | -10 | 4
EBI2 antag | 7 | -10 | 5 | -2 | 9 | 14
MPTP inh | 0.9 | -1.1 | 0.0 | -0.1 | -1.3 | -3.2

55. Cc1cccc(NC(=O)c2sc3nc(C)nc(N4CCOCC4)c3c2C)c1
56. CN(Cc1ccc(Cl)cc1)C(=O)c1[nH]c(C(F)(F)F)nc1-c1ccccc1
57. S=C(NCCCCN(Cc1ccc(Cl)cc1)c1ccc(Br)cn1)NCCCc1cnc[nH]1
58. COc1ccc(CNC(=O)c2sc(=O)n(Cc3cc(Cl)ccc3OC)c2C)cc1
59. CN(Cc1ccc(F)cc1)C(=O)CN1CCN(S(=O)(=O)c2ccc3c(c2)OCCCO3)CC1
60. OC[C@H]1O[C@@H](c2nc(-c3ccc(CN4CCOCC4)cc3)no2)[C@H](O)[C@@H](O)[C@H]1O
entry no. | 55 | 56 | 57 | 58 | 59 | 60
CXCR6 block | 1 | -4 | 9 | 6 | 5 | 3
EBI2 antag | 21 | -2 | -6 | 14 | 7 | 3
MPTP inh | 1.1 | 2.3 | 0.2 | -2.0 | 0.1 | 0.4

Part of the list above, as a markdown table.
| no. | mol | CXCR6 block | EBI2 antag | MPTP inh |
| --- | --- | --- | --- | --- |
| 55 | Cc1cccc(NC(=O)c2sc3nc(C)nc(N4CCOCC4)c3c2C)c1 | 1 | 21 | 1.1 |
| 56 | CN(Cc1ccc(Cl)cc1)C(=O)c1[nH]c(C(F)(F)F)nc1-c1ccccc1 | -4 | -2 | 2.3 |
| 57 | S=C(NCCCCN(Cc1ccc(Cl)cc1)c1ccc(Br)cn1)NCCCc1cnc[nH]1 | 9 | -6 | 0.2 |

The results go on:
61. Cc1cccc(CN(C)C[C@@H]2OCc3cnnn3CCCC(=O)N([C@H](C)CO)C[C@H]2C)c1
62. COc1cc(NC(=O)[C@H]2O[C@@H](n3cnc4c(N)ncnc43)[C@H](O)[C@@H]2O)cc(OC)c1OC
63. O=C(NCc1cccc(F)c1)Nc1nnc([C@@H]2C[C@H](O)[C@@H](CO)O2)s1
64. CC(C)C1C(=O)N(Cc2cn(CCC3OCCCO3)nn2)CCS(=O)(=O)N1Cc1ccc(-c2cccc(N(C)C)c2)cc1 (stereo not drawn)
65. COc1ccc(OC)c(C2=CC(=O)C[C@H](c3ccc(F)cc3)C2)c1
66. CC1(C)CN(Cc2ccccc2)C(=O)[C@H]1CC(=O)Nc1ccccc1
67. CC(C)(C)CCN1CCC(CN2CCNC2=S)CC1
68. C[C@H](c1ccccc1)N1C[C@H](COCc2ccccc2)Oc2cc(N3CC[C@@H](N(C)C)C3)ccc2S1(=O)=O
69. Cc1ccn2c(Cc3ccccc3)c(-c3ccc(F)cc3)nc2c1
entry no. | 61 | 62 | 63 | 64 | 65 | 66 | 67 | 68 | 69
CXCR6 block | -2 | -3 | 1 | 7 | 1 | -6 | 9 | 5 | 27
EBI2 antag | -8 | -7 | -3 | 1 | 11 | -8 | -1 | 3 | 13
MPTP inh | -0.2 | -0.6 | -0.4 | 1.1 | 0.4 | -0.6 | -0.6 | 5.5 | -0.7

7 of these compounds, reformatted:
#	Structure	CXCR6 block	EBI2 antag	MPTP inh
61	Cc1cccc(CN(C)C[C@@H]2OCc3cnnn3CCCC(=O)N([C@H](C)CO)C[C@H]2C)c1	-2	-8	-0.2
62	COc1cc(NC(=O)[C@H]2O[C@@H](n3cnc4c(N)ncnc43)[C@H](O)[C@@H]2O)cc(OC)c1OC	-3	-7	-0.6
63	O=C(NCc1cccc(F)c1)Nc1nnc([C@@H]2C[C@H](O)[C@@H](CO)O2)s1	1	-3	-0.4
64	CC(C)C1C(=O)N(Cc2cn(CCC3OCCCO3)nn2)CCS(=O)(=O)N1Cc1ccc(-c2cccc(N(C)C)c2)cc1 (stereo not drawn)	7	1	1.1
65	COc1ccc(OC)c(C2=CC(=O)C[C@H](c3ccc(F)cc3)C2)c1	1	11	0.4
66	CC1(C)CN(Cc2ccccc2)C(=O)[C@H]1CC(=O)Nc1ccccc1	-6	-8	-0.6
67	CC(C)(C)CCN1CCC(CN2CCNC2=S)CC1	9	-1	-0.6
